TSHR antagonist – antagonists of human thyroid stimulating hormone receptor. activity change, negative = inhibition, % at 11.5 µM. 330,000 tested, 0.2% active. TSHR-expressing cells, TSH-stimulated cAMP HTRF, 2 h; hits give low values. P16473;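 active = activity change below a set negative limit, meaning inhibition stronger than a set level, cut at about -70% in these data; inconclusive = activity change between two set negative limits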; also: % is scaled to controls: 0 for no effect and ±100 for the full control effect
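Competitive HTRF cAMP read-out (cryptate anti-cAMP antibody, cAMP-d2; 30 min, room temperature) in freshly harvested TSHR cells. Compounds added before TSH at EC80 (4nM final), followed by 2 hours' incubation at 37 deg C.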
Mito fusion yeast – mitochondrial division inhibition or fusion activation; Potency, µM (series often up to 46.1 µM), without a hit: top-dose growth rescue (activation), hits mostly activators; AID 485298; 320,000 tested, 0.23% active; S. cerevisiae fusion-defective mutant growth rescue, CellTiterGlo 48 h;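 also: potency is read from the fitted curve at half-maximal effect; % of control where 0% means no effect; nearly all actives have a fitted effect of over 45% in size; temperature-sensitive fusion mutants such as fzo1-1 at 37 °C on non-fermentable ethanol glycerol medium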
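Yeast fusion mutant, YPEG (non-fermentable carbon), compound, 48 h at 37C non-permissive; CellTiterGlo added, 10 min RT, luminescence read. Rescued growth = division inhibition.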
USP2a inh – USP2a (human) protease inhibition | O75604 | USP2 core, Ub-CHOP2 coupled fluorogenic reporter, 485/531 | Potency, µM (titrated, usually from 38.3 µM), without a hit: at the top dose activity change, negative = inhibition, most hits filed as inhibitors | 330,000 tested, 0.01% active | AID 463254;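 also: potency is read from the fitted curve at half-maximal effect; plate controls were DMSO wells for no effect and full inhibition by NEM control for full effect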
Target sequence (O75604 whole entry, looked up): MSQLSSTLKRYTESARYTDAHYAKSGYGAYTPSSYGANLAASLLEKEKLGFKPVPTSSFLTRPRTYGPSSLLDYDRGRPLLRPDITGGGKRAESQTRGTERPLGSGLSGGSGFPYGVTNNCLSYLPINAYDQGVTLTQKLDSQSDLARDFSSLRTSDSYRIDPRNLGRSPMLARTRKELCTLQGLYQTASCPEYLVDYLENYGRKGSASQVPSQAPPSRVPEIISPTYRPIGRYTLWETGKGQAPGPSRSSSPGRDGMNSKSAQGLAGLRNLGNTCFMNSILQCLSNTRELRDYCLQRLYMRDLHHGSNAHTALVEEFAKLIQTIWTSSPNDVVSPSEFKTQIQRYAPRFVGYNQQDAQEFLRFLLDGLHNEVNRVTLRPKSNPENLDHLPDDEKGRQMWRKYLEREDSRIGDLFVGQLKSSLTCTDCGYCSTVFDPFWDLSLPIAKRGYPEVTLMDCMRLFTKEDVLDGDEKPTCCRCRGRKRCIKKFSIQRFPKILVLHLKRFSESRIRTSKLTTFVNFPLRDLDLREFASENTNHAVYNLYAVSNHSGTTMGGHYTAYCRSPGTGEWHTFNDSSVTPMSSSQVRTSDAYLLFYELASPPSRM
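Cell-free coupled assay: 10nM USP2 core preincubated 30min RT with compound in Tris-HCl pH 8.0/CaCl2/CHAPS buffer, then 25nM Ub-CHOP2 and 25nM reporter substrate; fluorescence (Ex 485/Em 531) read after 60min RT, normalized to NEM inhibition, concentration-response curves fitted.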
Eya2 phos inh – Eya2 (human) phosphatase inhibition; O00167; recombinant Eya2, OMFP fluorescence dephosphorylation (OMFP is methylfluorescein phosphate); Potency, µM (top dose mostly 76.9 µM), inactives show top-dose activity, negative = inhibition, actives largely listed as inhibitors; 330,000 tested, 0.006% active; AID 488837; also: potency is read from the fitted curve at half-maximal effect; % is scaled to controls: 0 for no effect and ±100 for the full control effect
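Eya2 protein (added as 0.2 uM solution) was preincubated with compound for 10 min at ambient temperature in 50 mM HEPES pH 7.5, 50 mM NaCl, 5 uM MgCl2, 0.05% BSA, 1 mM DTT. OMFP (added at 50 uM) then reacted 10 min; fluorescence read at 485/525 nm.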
uPA surface inh – cell surface uPA generation inhibition. cell surface uPA generation assay, qHTS. Potency, µM (highest dose often 38.3 µM), inactives show top-dose activity change, negative = inhibition, hits mostly inhibitors. 330,000 tested, 0.31% active; active = well fitted inhibition curve with a large enough effect; inconclusive = small, poorly fitted or top-dose-only effect; inactive = no such curve, though single readings can be large or run the other way; tested in mouse RAW 264.7 cells; also: potency is read from the fitted curve at half-maximal effect; % is scaled to controls: 0 for no effect and ±100 for the full control effect; nearly all actives have a fitted effect of over 55% in size
TCR activator – activators of T cell receptors | primary human leukocytes, anti-CD3, IL-2 HTRF, 48 h | Potency, µM (top dose mostly 9.22 µM), inactives show at the top dose activation of IL-2 secretion, usual class: activators | 330,000 tested, under 10 active | AID 504894; also: % of control where 0% means no effect
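Readout: HTRF IL-2, Eu-cryptate/d2 antibody pair, 320nm excitation, 665nm emission. Stimulus: a-CD3 beads, no co-stimulation. Cells: primary human leukocytes. Exposure: 48 hr with compound.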
PTAP TSG101 blk – blocks PTAP/TSG101 interaction to inhibit HIV-1 budding; Q99816; Fluorescence polarization, FITC-PTAP peptide / Tsg101 binding; Potency, µM (highest dose often 115 µM), for the others: at the top dose activity change, negative = inhibition, usual class: inhibitors; 340,000 tested, under 10 active; AID 493005; active = well fitted inhibition curve with a large enough effect in the main read-out, with a control signal flat, not every such curve was filed as active; inconclusive = small, poorly fitted or top-dose-only effect, or effect the other way, or a change in a side signal; inactive = no such curve, though single readings can be large or run the other way; also: potency is read from the fitted curve at half-maximal effect; % of control where 0% means no effect
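Steps: Tsg101 binding domain dispensed (10 uM final), compounds pinned in DMSO, FITC-labeled PTAP-motif peptide added (50 nM final); after 20 min binding at room temperature, polarization measured.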
B2AR arrestin – recruits beta-arrestin to the human beta2-adrenergic receptor. P07550. beta-arrestin recruitment to beta2AR, cell-based reporter. Potency, µM (titrated, usually from 46.1 µM), inactives show at the top dose activation, hits mostly activators. 330,000 tested, 0.02% active. AID 492947;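 also: potency is read from the fitted curve at half-maximal effect; 0% = DMSO controls and full agonism = EC100 isoproterenol or metaproterenol; nearly all actives have a fitted effect of over 65% in size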
Target sequence (P07550 whole entry, looked up): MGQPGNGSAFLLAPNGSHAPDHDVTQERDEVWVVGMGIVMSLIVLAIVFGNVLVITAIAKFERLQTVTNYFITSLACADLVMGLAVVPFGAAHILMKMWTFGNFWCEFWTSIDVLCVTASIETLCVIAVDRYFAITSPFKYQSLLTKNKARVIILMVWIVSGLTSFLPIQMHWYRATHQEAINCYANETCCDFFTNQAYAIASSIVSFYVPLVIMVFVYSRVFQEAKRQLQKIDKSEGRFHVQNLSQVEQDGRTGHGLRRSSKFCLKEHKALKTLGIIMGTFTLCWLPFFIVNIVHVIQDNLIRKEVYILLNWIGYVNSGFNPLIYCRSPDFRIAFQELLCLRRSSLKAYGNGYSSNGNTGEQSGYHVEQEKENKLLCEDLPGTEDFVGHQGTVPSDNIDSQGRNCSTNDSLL
ELG1 repair inh – blocks ELG1-dependent DNA repair in HEK293T cells; HEK293T ELG1-luciferase reporter, luminescence, 16 h; DNA damage induced by 5-fluorouridine; Potency, µM (doses to about 46.1 µM), for inactives: top-dose activity change, negative = inhibition, hits mostly inhibitors; 330,000 tested, 2.3% active; AID 504467; also: potency is read from the fitted curve at half-maximal effect; % is scaled to controls: 0 for no effect and ±100 for the full control effect; nearly all actives have a fitted effect of over 55% in size
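Step one: seed 2,000 cells per well. Step two: pin-transfer compound or DMSO alongside 5-fluorouridine. Step three: incubate 16 hr, 37 °C, 5% CO2. Step four: add ONE-Glo, wait 30 min, read luminescence.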
Chronic BCR inh – blocks chronic active B-cell receptor signaling | ABC-DLBCL IkBa-CBG/CBR reporter, luminescence ratio, 4 h | Potency, µM (highest dose often 46.1 µM), for inactives: at the top dose ratio change, negative = lower green/red ratio, actives largely listed as inhibitors | 340,000 tested, 0.05% active; active = well fitted inhibition curve with a large enough effect in the signal ratio, with a control signal flat, not every such curve was filed as active; inconclusive = small, poorly fitted or top-dose-only effect, or effect the other way, or a change in a side signal; the % refers to the signal ratio;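 also: potency is read from the fitted curve at half-maximal effect; plate controls were basal doxycycline-induced cells for no effect and cells given 10 µM MG132 for full effect; MG132 reads +100%, hits lower the ratio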
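Cell line TMD8 (human ABC DLBCL), stably expressing tet-inducible CBG68-IkBa fusion and CBR; IMDM/0.5% FBS; cpd up to 46 uM; dox induction, 4 h, 37C/5% CO2; dual luminescence; green/red ratio; MG132 control.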
Tb PFK inh – inhibitors of T. brucei phosphofructokinase; T. brucei PFK, ADP-Glo luminescence; Potency, µM (series often up to 57.5 µM), inactives show at the highest dose activity, negative = inhibition, actives largely listed as inhibitors; 330,000 tested, 0.17% active;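 also: potency is read from the fitted curve at half-maximal effect; 0% = uninhibited 1x PFK enzyme wells and -100% = no-enzyme wells; nearly all actives have a fitted effect of over 60% in size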
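ADP-Glo luminescence quantified ADP after 45 min at room temperature, with 1.25 nM T. brucei PFK, 0.1 mM ATP and 0.5 mM fructose-6-phosphate in pH 8.0 TEA buffer. qHTS titrations up to 57 µM; curves classified by quality.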
Active calls of the source: *; ? = inconclusive; nt = no result given; [ ] = dose if it differs, or a comment. Unless noted, calls follow the shape of the dose curve; as a rule, active = well fitted curve in the direction sought with a large enough effect; inconclusive = small, poorly fitted or top-dose-only effect, or another doubt; inactive = no such curve, though single readings can be large; an effect the other way counts as inactive or inconclusive. No enrichment for hits (roughly 3% active in at least one column).

SMILES | TSHR antagonist | Mito fusion yeast | USP2a inh | Eya2 phos inh | uPA surface inh | TCR activator | PTAP TSG101 blk | B2AR arrestin | ELG1 repair inh | Chronic BCR inh | Tb PFK inh
O=[N+]([O-])c1ccc(N2CCOCC2)cc1NC(c1ccccc1)c1ccccc1 | -6 | 7% | 0% | -2% | -2% | -4%[46.1 µM] | -2% | -1.6% | 0% | 0% | -2%
S=C1NC2(CCCC2)N=C1c1ccccc1 | -4 | -13% | -6% | -2% | 15% | 7% | 0% | -0.1% | 13% | 15% | -5%
CCN(CC1CCCO1)C(=O)c1cc(COc2ccccc2SC)on1 (configuration not stated) | 1 | -5% | -1% | 0% | 3% | 2% | 0% | -1.1% | 21% | 5% | -4%
COc1cc([N+](=O)[O-])cc(/C=N/NC(=O)c2cc(-c3ccccc3)nc3ccccc23)c1O | -1 | 7% | 1% | -9% | ? | -3% | 2% | 0.3% | ? | ? | 14%
CC(C)OCCCN1CN(S(=O)(=O)c2cccc(Cl)c2)c2nc3ccccc3nc21 | 10 | 2% | 2% | 0% | 14% | -3% | 0% | 0.3% | -4% | ? | 3%
CCCCn1c(N)c(N(CCOC)C(=O)COC(=O)COc2cccc(C(C)=O)c2)c(=O)[nH]c1=O | -2 | -12% | 2% | 3% | 0% | -1% | -1% | 0.5% | 5% | ? | 6%
O=C(NC(=S)Nc1cccc2c(O)cccc12)c1cccc(Br)c1 | -4 | -83%[inhibitor] | -6% | 0% | 5% | 7% | -4% | ? | 2% | ? | -3%
CSc1ccccc1NC(=O)CCn1c(=O)oc2ccccc21 | 21 | 1% | 1% | 2% | 4% | -7% | -5% | -3.3% | 22% | -1% | 0%
CCCC[C@@H]1CNCCN1CC1(c2ccccc2)CC1 | -11 | -13% | 2% | -38% | -17% | 3% | -5% | 0.0% | 11% | -4% | 1%
CC(=O)c1ccc(OCCOc2ccc(Cl)c3cccnc23)cc1 | -34 | 0% | 0% | -14% | 0% | nt | -4% | 0.5% | -16% | ? | 4%
Cc1ccc(-c2csc(=S)n2CC(=O)OCC(=O)NCc2ccc(F)cc2)cc1 | 6 | 0% | 4% | 0% | nt | nt | nt | -0.3% | ? | 2% | -8%
C#CCNC(=O)C1=C[C@@H](c2ccc(C(F)(F)F)cc2)C[C@@H](OCCCCO)O1 | 5 | -1% | 0% | 2% | 8% | 13% | -3% | -0.3% | -3% | ? | -9%
O=S(=O)(c1ccc2c(c1)OCCO2)N1CCCN(S(=O)(=O)c2c(F)cccc2F)CC1 | -4 | 15% | -7% | 8% | 0% | 13% | 1% | -0.1% | ? | -2% | 5%
C/C=C/C(O)c1ccc2ccccc2c1 (configuration not stated) | -23 | -1% | 2% | 4% | nt | nt | nt | -0.8% | ? | 8% | 2%
O=C(CN1C(=O)/C(=C\c2cccc(Br)c2)Oc2ccccc21)NCC1CCCO1 (configuration not stated) | 24 | -1% | 1% | -2% | 4% | -5% | 5% | 0.0% | 25% | 5% | -12%
CCCCOc1ccc(N(CC(=O)NC(C)C)C(=O)CCC(=O)Nc2ccccn2)cc1 | -25 | -4% | 1% | 0% | -4% | 1% | -12% | -0.1% | ? | -14% | 6%
COc1ccc(C)cc1N1C(=N)/C(=C2/Nc3ccccc3S2)C(c2ccccc2)C1=O (configuration not stated) | -19 | -8% | -9% | -5% | -9% | -4%[46.1 µM] | -6% | 4.8% | ? | ? | 13%
CCOC(=O)c1ccc(N2C(=O)C3C(/C=C/c4ccccc4)OC4(C(=O)c5ccccc5C4=O)C3C2=O)cc1 (configuration not stated) | -9 | -2% | -1% | -1% | 5% | 1%[46.1 µM] | -4% | 0.3% | -1% | ? | -1%
O=C(COc1ccc(Cl)cc1)NCCS(=O)(=O)N1CCN(c2ccc(F)cc2)CC1 | -6 | 4% | 2% | 7% | -2% | 0% | -2% | -0.4% | -10% | -8% | 1%
O=C(Nc1ccccc1)N1CCN(c2ccc(F)cc2)CC1 | 4 | 7% | -1% | 9% | 5% | 4%[46.1 µM] | -7% | -0.4% | 13% | ? | -5%
Cc1nc(-c2ccccc2)sc1C(=O)Nc1ccccc1F | -7 | 6% | -2% | 0% | 2% | -4% | 0% | -0.2% | 24% | ? | 0%
Cn1c(=O)oc2ccc(C(=O)CSc3nnnn3-c3ccccc3)cc21 | -1 | -1% | 1% | 2% | nt | -2% | -5% | 0.0% | 9% | 2% | 3%
Cn1c(=O)c2c(ncn2CC(=O)OCC(=O)c2ccc(Cl)cc2)n(C)c1=O | -2 | -8% | 1% | 11% | 7% | -11% | -1% | 0.3% | 6% | 1% | 1%
CCN(C[C@H]1N[C@@](Cc2ccccc2)(C(=O)OC)[C@H]2C(=O)N(C)C(=O)[C@@H]12)C(=O)c1ccc(F)cc1 | -1 | nt | 5% | 6% | 20% | 2% | 0% | 4.3% | 6% | 1% | 1%
CC(C(=O)N1CCCCCC1)c1ccc([N+](=O)[O-])cc1 (configuration not stated) | -2 | -7% | 0% | -7% | -5% | 3% | -3% | -0.7% | 4% | 5% | -7%
Cc1ccc(Cc2c(C)nc3nc(SCC(=O)NCc4ccco4)nn3c2C)cc1 | -19 | 5% | 1% | 3% | -12% | 1% | -4% | -0.4% | 14% | ? | -24%
CNCc1sccc1C | -2 | 1% | -1% | -2% | 7% | -4% | 0% | 0.1% | 16% | -2% | -2%
CC(/C=N/NC(=O)Cc1cccs1)=C\c1ccco1 | -3 | 0% | 2% | 12% | -1% | 0% | 1% | -0.9% | ? | -10% | -4%
COc1ccc(NC(=O)CCc2nnc3ccc(NCc4ccco4)nn23)cc1OC | 5 | 1% | 1% | 9% | 3% | 3% | -5% | 0.2% | -4% | -6% | -5%
CCc1nnc(NC(=O)CSc2nnc(C(C)NC(=O)c3ccccc3)n2C)s1 (configuration not stated) | 20 | -2% | -1% | -2% | -2% | 5% | -1% | 0.5% | 3% | 8% | 4%
CC1(OC(=O)CCc2ccccc2)C(=O)C=C2C=C(c3ccc(C#N)cc3)N(C(CO)CO)C=C2C1=O (configuration not stated) | 2 | -19% | 8% | -1% | 2% | 0% | -1% | -0.5% | 25% | 3% | -2%
Cc1ccc(C(=O)ONc2ccc(N=O)cc2)cc1 | -1 | 4% | 0% | 12% | -3% | 6% | 0% | -0.1% | 14% | -21% | 4%
COc1ccc(C(=O)N(C)CC(=O)Nc2cccc(F)c2)cc1S(=O)(=O)NC1CCCC1 | -3 | -6% | 2% | 10% | 1% | -3% | 1% | -0.1% | 2% | -4% | -11%
COc1ccc(NC(=S)NNc2ccc(C(=O)O)cc2)cc1 | 31 | 7% | -4% | 13% | -2% | 1% | -2% | 0.2% | ? | ? | 7%
CCOc1ccc(N(CC(=O)Nc2ccc(C)cc2)S(=O)(=O)c2c(C)noc2C)cc1 | -9 | 0% | 0% | 7% | ? | -6% | -4% | 0.3% | ? | 0% | 5%
CCOC(=O)c1c(NC(=O)Cn2cc([N+](=O)[O-])cn2)sc2c1CCC2 | 17 | 2% | 2% | -1% | -3% | 0% | -7% | -0.4% | 1.8µM* | ? | -1%
O=C(Nc1sc2c(c1C(=O)O)CCC2)c1cccs1 | -28 | 16% | -3% | -13% | -8% | 2% | -5% | -0.6% | ? | ? | 4%
CCOC(=O)COc1ccc2ccccc2c1/C=C/[N+](=O)[O-] | -39 | -8% | 4% | 10% | -21% | -2%[46.1 µM] | -1% | -0.8% | ? | ? | 8%
CCOc1cc(C(=O)Nc2ccccc2N2CCOCC2)ccc1OCC(=O)N1CCCCC1 | -1 | -1% | 3% | -1% | -8% | -25% | 0% | -0.4% | 10% | -1% | 2%
CCn1c(SCC(=O)NCCc2ccccc2)nc2c(c1=O)SC(C)C2 (configuration not stated) | 32 | 8% | 0% | -3% | -1% | -3% | -5% | -0.1% | 0% | 4% | 1%
CC(C)N(CCCNC(=O)Cn1c(=O)c2cccn2c2ccc(F)cc21)Cc1ccccc1 | 4 | 0% | 2% | 5% | 6% | -5% | 3% | -0.1% | ? | -14% | -5%

Screening data as filed in PubChem.
